Bioassay records as filed in PubChem BioAssay.
SSB-PriA inh: blocks PriA binding to SSB C-terminal tail. AlphaScreen SSBct-PriA binding, biotinylated peptide. inhibition, % at 33 µM. hit rate 0.6% among 430,000. AID 1272365; in the data active = inhibition mostly above about 37%, no sharp cut-off; inactive = mostly below about 20%;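 also: plate controls were negative control peptide for no effect and reference peptide for full effect; strong numbers were not always called active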
* = called active by the depositor; i = inactive; & = joins results of further samples.

SMILES | SSB-PriA inh
CSc1ccccc1C(=O)Nc1nnc(-c2ccc3c(c2)CCCC3)o1 | 10
COc1cc(=O)n(-c2ccccc2)cc1C(=O)N1CC(Oc2nccs2)C1 | -16
O=S(=O)(NN=Cc1c(F)cccc1Cl)c1ccc(Cl)cc1 | 3
O=C(NCCOc1ccc2nnc(-c3ccccc3)n2n1)Nc1ccccc1C(F)(F)F | -5
CC12CN3CCN(CC(C3)C1=N/N=C/c1cccc([N+](=O)[O-])c1)C2 | i
CCCNC(=O)c1cn(-c2ccc(C)c(C)c2)nn1 | -11
COc1ccc(Br)cc1Cn1nnc(C(=O)NCc2cccs2)c1N | -1
COCCNc1oc2c(c1-c1ccc(C(=O)OC)cc1)c(=O)oc1ccc(F)cc12 | -5
O=c1[nH]c(=S)[nH]c(O)c1C=C1C=Nc2ccccc21 | -6
Cc1cc(C)cc(-n2cc(C(=O)N3CCC(NC(=O)c4ccc5c(c4)OCO5)CC3)nn2)c1 | -10
Cn1c(=NC(=O)c2ccno2)sc2ccc3ccccc3c21 | -11
CCc1ccc(-c2cc3c(=O)n(Cc4nc(-c5ccc(OC)cc5OC)no4)ccn3n2)cc1 | -3
O=C1CSC(=Nc2ccccc2C(F)(F)F)N1 | 8
Cc1ccccc1NC(=O)NC1CS(=O)(=O)CC1Cl (configuration not stated) | 7
COC(=O)c1ccc(OC)c(CSc2nc3cnn(C)c3c(=O)n2Cc2ccccc2)c1 | 1
CC(C)(C)CC(=O)NCCn1ncc2c(=O)n(Cc3ccc(Cl)cc3)cnc21 | -23
NS(=O)(=O)c1ccc(NN=Cc2cn(-c3ccccc3)nc2-c2cccs2)cc1 | 10
COC(=O)c1ccc(CSc2ncc(CO)n2Cc2ccc(Cl)cc2)o1 | -4&14
O=C(CCn1cnc2ccccc21)NN=Cc1ccc(O)cc1 | 0
CC1(NC(=S)Nc2ccccn2)CCS(=O)(=O)C1 (configuration not stated) | -17
CCC(C)Cn1c(CCO)nc2ccccc21 (configuration not stated) | 0
COc1ccccc1-c1nnc2n1N=C(c1ccc(Br)cc1)CS2 | -20
Cc1cc(C)cc(OCCNS(=O)(=O)c2cccc(C(F)(F)F)c2)c1 | -40
COc1cc(CSc2nnc(-c3ccncc3)o2)cc(OC)c1 | -7
Cc1nnc(SCC(=O)Nc2cccc(Cl)c2Cl)[nH]c1=O | -20

Quoted from the listing.
`O=S(=O)(NN=Cc1c(F)cccc1Cl)c1ccc(Cl)cc1` @ SSB-PriA inh: 3
`COC(=O)c1ccc(OC)c(CSc2nc3cnn(C)c3c(=O)n2Cc2ccccc2)c1` @ SSB-PriA inh: 1
`CCC(C)Cn1c(CCO)nc2ccccc21` (configuration not stated) @ SSB-PriA inh: 0
`O=C(CCn1cnc2ccccc21)NN=Cc1ccc(O)cc1` @ SSB-PriA inh: 0

Back to the main list, repeating the 5 entries before the break.
SMILES | SSB-PriA inh
CCC(C)Cn1c(CCO)nc2ccccc21 (configuration not stated) | 0
COc1ccccc1-c1nnc2n1N=C(c1ccc(Br)cc1)CS2 | -20
Cc1cc(C)cc(OCCNS(=O)(=O)c2cccc(C(F)(F)F)c2)c1 | -40
COc1cc(CSc2nnc(-c3ccncc3)o2)cc(OC)c1 | -7
Cc1nnc(SCC(=O)Nc2cccc(Cl)c2Cl)[nH]c1=O | -20
CC1CC(C)CN(S(=O)(=O)c2ccc(F)c(Cl)c2)C1 (configuration not stated) | -7
O=C(CSc1nnc(-c2cccc(S(=O)(=O)N3CCOCC3)c2)o1)c1ccc(F)cc1 | 4
Cc1ccsc1C=NN1CCN(Cc2ccccc2)CC1 | 3
CCOC(=O)c1c(C)n(C)c2ccc(OC(=O)c3cccs3)cc12 | -9
Cc1cn2nnc(C(=O)NCc3ccccn3)c2c(=O)[nH]1 | -2
COc1ccc(C[C@](C)(O)CNC(=O)CSCc2ccccc2)cc1 | -15
O=C(c1cccs1)N1CCc2ccc(NC(=O)C34CC5CC(CC(C5)C3)C4)cc2C1 | -10
CC(C)CS(=O)(=O)C1CCN(C(=O)CNC(=O)c2ccccc2)CC1 | -8
Cc1ccc(Cl)cc1S(=O)(=O)NCC1CCN(C2CCCC2)CC1 | -4
O=C(NCCN1CCn2cc(OCc3ccccc3)c(=O)cc2C1=O)c1ccc[nH]c1=O | -11&-3
Cc1c(C(=O)N(Cc2cnc3ccccn23)C2CC2)cnn1-c1ccccc1 | -2
O=C1CCC(=O)N1c1ccc(S(=O)(=O)NCc2cccnc2-c2cccs2)cc1 | -8
O=C(c1ccc2nsnc2c1)N1CCCC(Cc2nc(C3CC3)no2)C1 (configuration not stated) | -14
O=C(Nc1ccccc1-c1cn2ccccc2n1)c1ccccn1 | -6
Cc1ccc(-c2cc3c(SCC(=O)N4CCOCC4)nccn3n2)cc1C | -19
Cn1ccnc1SCC1CCN(C(=O)CCSc2ccccc2)CC1 | 7
CCCC(=O)Nc1ccc(S(=O)(=O)NCCn2ncccc2=O)cc1 | 12
O=C(NCC(F)(F)F)C(=O)NCC1(O)CCc2ccccc2C1 (configuration not stated) | -17
Cn1nc(-c2ccc(F)cc2)cc1C(=O)N1CCO[C@H](c2ccccc2)C1 | -3
C1CN(C2CCSCC2)CCN1 | -4
COc1ccc(CNc2nccc(-n3nc(C)cc3C)n2)cc1OC | 31
O=C1C2C3C=CC(C4CC34)C2C(=O)N1N=Cc1ccc([N+](=O)[O-])o1 (configuration not stated) | -8
Cn1nc(C(=O)N2CC(c3nc(-c4cnccn4)no3)C2)ccc1=O | -9
COc1ccccc1C1C2=C(Nc3nnnn31)c1ccccc1OC2c1ccsc1 (configuration not stated) | 31
C(=C\c1nn2c(COc3ccccc3)nnc2s1)/c1cccs1 | 3

Four entries already listed, arranged by molecular weight, rising:
SMILES | SSB-PriA inh
C1CN(C2CCSCC2)CCN1 | -4
Cc1cn2nnc(C(=O)NCc3ccccn3)c2c(=O)[nH]1 | -2
COc1ccc(CNc2nccc(-n3nc(C)cc3C)n2)cc1OC | 31
O=C(CSc1nnc(-c2cccc(S(=O)(=O)N3CCOCC3)c2)o1)c1ccc(F)cc1 | 4

The listing picks up with the 4 entries that preceded the break.
SMILES | SSB-PriA inh
O=C1C2C3C=CC(C4CC34)C2C(=O)N1N=Cc1ccc([N+](=O)[O-])o1 (configuration not stated) | -8
Cn1nc(C(=O)N2CC(c3nc(-c4cnccn4)no3)C2)ccc1=O | -9
COc1ccccc1C1C2=C(Nc3nnnn31)c1ccccc1OC2c1ccsc1 (configuration not stated) | 31
C(=C\c1nn2c(COc3ccccc3)nnc2s1)/c1cccs1 | 3
Cc1nc2scc(C)n2c(=O)c1NC(=O)c1cc2cc(Br)ccc2oc1=O | -6
Cc1ccc(NC(=O)CN2CCC(C(=O)Nc3ccc4c(c3)OCCO4)CC2)c(C)c1 | -3
Cc1ccc(-c2cc3c(=O)n(CC(=O)Nc4ccccc4C(F)(F)F)ncn3n2)cc1C | -11&-8
Cn1cccc(C(=O)NCc2ccnc(-c3ccsc3)c2)c1=O | -11
COc1ccc(OC)c(S(=O)(=O)N2CCS[C@H](c3ccccc3Cl)CC2)c1 | 0
Cc1ccc(-n2ncc3c(C)nnc(SCC(=O)NCC4CCCO4)c32)cc1C (configuration not stated) | -8
CC(C)c1ccc(NC(=O)C(=O)NCCN2CCN(c3ccccc3F)CC2)cc1 | -14&-8
O=C(Cc1ccsc1)NCc1cccnc1-c1cccs1 | -18
CC(=NNc1ccc(Cl)c(C(=O)O)c1)c1cc2ccccc2o1 | -5
COC[C@H](C)NC(=O)C(=O)Nc1cccc(NC(C)=O)c1 | -8
O=S(=O)(c1ccc(Cl)s1)N1C2C=CCC1CC2 (configuration not stated) | -16
O=C(C1CCN(c2ccc(-c3ccccc3)nn2)CC1)N1CCN(CCc2ccccc2)CC1 | -6&5
CCOc1ccc(NCC(O)Cn2c3ccccc3n3c(=O)cc(C)c(C#N)c23)cc1 (configuration not stated) | 1
O=C(Cc1cccs1)Nc1nnc(C2CCCCC2)o1 | 11
O=C(Nc1nc2ccc(S(=O)(=O)N3CCCCC3)cc2s1)[C@@H]1CCCO1 | -5
COc1ccc(CNC(=O)NCCn2ccc(C(F)(F)F)n2)cc1 | -11
Cc1ccc(N2CCC(CNC(=O)c3ccc4nsnc4c3)CC2)nn1 | 8
CS(=O)(=O)N1CCC(C(=O)N2CC(=O)Nc3ccccc32)CC1 | -8&6
COc1ccc(Br)c(C(=O)NCC[C@H](O)c2ccco2)c1 | -7
COc1cc(C(=O)NCC2(c3cccs3)CC2)cc(OC)c1OC | -12
COc1ccc2nc(-c3cccc(NS(=O)(=O)c4ccc5c(c4)OCCO5)c3)cn2n1 | 4
COc1ccc2ncc3c(-c4ccccc4)c(C(=O)NCCCc4ccco4)sc3c2c1 | -9
COc1ccc(Br)c(C(=O)NCC(O)c2cccn2C)c1 (configuration not stated) | -1
CCOc1ccc2nc(NC(=O)c3ccccc3Br)sc2c1 | -8
CC(=O)c1cc(C(=O)OCC(=O)Nc2cccc(Cl)c2C)c2ccccn12 | -3&-2
Remaining list, next part.
SMILES | SSB-PriA inh
CCOCC(=O)Nc1ccc(-c2nc3cccnc3s2)cc1 | -6
CCCN(CCC)S(=O)(=O)c1ccc(C(=O)Nc2nc(-c3ccc(OC)c(OC)c3)cs2)cc1 | -6
O=C(/C=C\c1ccc2c(c1)OCO2)N1CCN(Cc2nc(-c3cccs3)cs2)CC1 | 13
CC(C)NC(=O)N1CCC(c2nnc(-c3ccc(F)cc3)o2)CC1 | 4
COc1ncccc1C(=O)N1CC(c2nc(-c3cccc(Cl)c3)no2)C1 | -5
Cc1n[nH]c(=S)n1N=Cc1cccc(OCc2ccccc2)c1 | 15
CCOC(=O)c1sc(N=Nc2sc(N)nc2-c2ccccc2)c(C(=O)OCC)c1C | 62
CS(=O)(=O)c1ccc(Cl)c(NC(=O)c2cccnc2)c1 | -7
O=C(NC1CCN(c2ccc(C(F)(F)F)cn2)C1)c1cc(C2CC2)on1 (configuration not stated) | -12
COc1ccc(C(=O)c2cn(CC(=O)Nc3ccc(OC)cc3OC)c3nc(C)ccc3c2=O)cc1 | -10
O=[N+]([O-])c1ccc(N2CCN(c3ccccc3)CC2)c2ncccc12 | 23
CCOc1cc(Cl)c(S(=O)(=O)Nc2ccc3cn[nH]c3c2)cc1Cl | 5
Cc1nn(-c2ccccc2)c(Cl)c1C=NNS(=O)(=O)c1ccc(Br)cc1 | 7
CCCCc1ccc(NC(=O)CN2C(=O)CSCC2=O)cc1 | -10
Cc1c(Cl)cccc1S(=O)(=O)N1CCCSC[C@@H]1CN(C)C | -20
O=C(Cc1csc(SCC(=O)c2cccs2)n1)NC1CCCCC1 | -8
COc1ccc(NC(=O)CSc2nc3nc(C)ncc3c(=O)n2C)cc1Cl | 6
COc1cc(NC(=O)NCCCn2nc(-c3ccc(Cl)cc3)ccc2=O)cc(OC)c1 | 5
Cc1nn(C2CCS(=O)(=O)C2)c2nc(-c3cccs3)cc(C(=O)NCCCc3ccccc3)c12 (configuration not stated) | -14
COc1cc(NC(=O)NC2(C(F)(F)F)Oc3ccccc3O2)ncn1 | -3
O=C(COc1ccc(F)cc1)NCc1cc(-c2cccs2)on1 | 1
Cc1cc2cc(CNC(=O)c3cc4ccccc4oc3=O)ccc2[nH]1 | 14
O=C(Cc1cc(=O)[nH]c(SCc2cccc(Cl)c2)n1)NCc1ccco1 | -8&0
CCOC(=O)c1ccccc1NC(=O)COc1cc(C)nc(-c2ccc(C)cc2)n1 | -11
CC1CCCC(C)N1N=Cc1cc(Br)cc(Br)c1O (configuration not stated) | -16
Next records follow.
SMILES | SSB-PriA inh
CSc1ccc(C=NNC(=O)CC(=O)NC(C)C)cc1 | -9
Cc1ccsc1C=NNS(=O)(=O)c1ccc([N+](=O)[O-])cc1 | 14
O=C(NCc1cccs1)C(=O)Nc1cc2c3c(c1)CCN3C(=O)CC2 | -15
COC(=O)C(C)(O)C1(C(=O)SC(C)(C)C)CC1 (configuration not stated) | -7
CCOC(=O)c1ccccc1NC(=O)CN1C(=O)N(c2ccc(C)c(Cl)c2)S(=O)(=O)c2ccccc21 | -3
COc1ccc(CNC(=O)NC[C@H](O)c2csc3ccccc23)cc1OC | -8
CCOC(=O)N1CCN(S(=O)(=O)c2ccc(C(=O)Nc3nnc(C4CCCCC4)o3)cc2)CC1 | -17
CC(=O)Nc1ccc(S(=O)(=O)NCCc2ccc(N(C)C)cc2)cc1 | 6
Cc1ccc(-c2csc(NC(=O)c3c(F)cccc3F)n2)c(C)c1 | -9
CC(C)(C)[C@H](NC(=O)OCc1ccccc1)C(=O)O | -17
O=C(O)/C=C/C(=O)Nc1ccc(N2CCCCC2)cc1 | 45
Cc1[nH]c2ccccc2c1C=NNC(=S)NC(C)C | 31
O=C(c1cccs1)N1CCc2ccc(NS(=O)(=O)c3cccc(F)c3)cc2C1 | 2
CCCCN1CCN(Cc2nc(-c3ccc(N4CCOCC4)nc3)no2)CC1 | -8
Cc1cc(C)c2c(c1)C(=NNc1ccc(S(N)(=O)=O)cc1[N+](=O)[O-])CCC2 | -1
CSC1CC2CCC(C1)N2 (configuration not stated) | 2
Cc1cccc2sc(NC(=O)C3CSCCC(=O)N3)nc12 (configuration not stated) | 6
CCOC(=O)c1ccc(NC(=O)CSc2nc(N)c(NC(=O)c3ccc(OC)c(OC)c3)c(=O)[nH]2)cc1 | -7
O=C(Cn1ncccc1=O)N1CCCCC(c2ccc(F)cc2)C1 (configuration not stated) | -5
CCOC(=O)c1csc(NC(=O)c2ccn(C)n2)n1 | -19
O=C(CC1SC(=NN=Cc2cccnc2)NC1=O)Nc1ccccc1 (configuration not stated) | 1
Cc1noc(C)c1S(=O)(=O)NCCOc1cc(N2CCOCC2)ncn1 | 6
COc1ncc(NC(=O)c2cc(Cl)ccc2OC)c(OC)n1 | 0
CC(C)C(=O)NCC1CCN(C2CCCC2)CC1 | -12
FC(F)Oc1ccc(C=NNC(=S)Nc2cc(C(F)(F)F)ccc2Cl)cc1 | -7
Cc1ccc(/C=C/S(=O)(=O)NCCc2csc3nc(-c4ccccc4F)nn23)cc1 | -14
CN1CCN(c2nc3ccc(NC(=O)c4ccc([N+](=O)[O-])o4)cc3s2)CC1 | 0
CCOc1ccc(-c2csc(/C(C#N)=C/Nc3ccc(F)cc3F)n2)cc1 | -8

This is a subset; the hit share may differ from the screen's.
